Compound activity (PubChem)
Integrin act MD: integrin-mediated muscular dystrophy alleviation activation; AID 624291; 350,000 compounds, 0.064% hits; alpha7betagal myoblasts, beta-gal FDG fluorescence, 48 h; Potency, µM (doses to about 38.3 µM), for the others: at the highest dose activation, usual class: activators; active means well fitted activation curve with a large enough effect;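 further: 100% = response of the positive control SU9516; nearly all actives have a fitted effect of over 60% in size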
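Alpha7betagal+/- myoblasts (passage 13) were plated 16-24 hr, then exposed to compounds (1:260 dilution of DMSO stock) for 48 hours at 37C. After MPER lysis, β-galactosidase reporter activity was read as FDG fluorescence (ex 480/em 540) after 30 minutes.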
Starred values were filed as active, the others as inactive; [ ] = remark or other dose. Potency means the concentration at half of the fitted maximal effect.

Sample of the layout, 14 compounds:
Screening CC(OC(=O)Cc1n[nH]c(=O)c2ccccc12)C(=O)N(C)c1ccccc1 (centres undefined) returned Integrin act MD -7.1%.
Cc1ccccc1CN(C)C[C@H]1OCc2cnnn2CCCC(=O)N([C@@H](C)CO)C[C@@H]1C was read as Integrin act MD 28.9%.
For C[C@@H]1CN([C@H](C)CO)C(=O)CCCn2nncc2CO[C@H]1CN(C)C(=O)NC1CCCCC1 the results were Integrin act MD 2.1%.
CC(C)CC1C(=O)N(Cc2cn(CCC3OCCO3)nn2)CCS(=O)(=O)N1Cc1ccc(-c2ccc(Cl)c(Cl)c2)cc1 (centres undefined) was read as Integrin act MD -51.1%[inhibitor].
`CNC[C@@H]1OCc2cnnn2CCCC(=O)N([C@H](C)CO)C[C@H]1C` gave Integrin act MD 16.7%.
`COc1ccc(NC(=O)C[C@H]2C(=O)N(CCc3ccccc3)C[C@@H]2c2ccc(OC)cc2)cc1` gave Integrin act MD 1.7%.
Screening Cc1ccc(C(C)C)cc1-n1nnc(-c2cccc(Cc3ccc4ccccc4c3)c2)c1C(C)O (centres undefined) returned Integrin act MD -53.0%[inhibitor].
O=C(NC(=S)Nc1cccc(O)c1)C12CC3CC(CC(C3)C1)C2 was read as Integrin act MD -8.6%.
Screening COc1cc(NC(=O)C(C)(C)C)c(C(=O)OCC(=O)Nc2cc(C)on2)cc1OC returned Integrin act MD 15.4%.
Screening O=C1CC2(CCCC2)C(=O)N1CN1CCN(S(=O)(=O)c2cc(F)ccc2F)CC1 returned Integrin act MD -11.1%.
C[C@H]1CN([C@@H](C)CO)C(=O)c2cc(Br)cnc2O[C@H]1CN(C)Cc1ccc(Oc2ccccc2)cc1 was read as Integrin act MD 12.7%.
Screening C[C@@H]1CN([C@H](C)CO)C(=O)CCCn2nncc2CO[C@H]1CN(C)Cc1ccc(O)cc1 returned Integrin act MD 17.5%.
O=C(O)c1cc2ccccc2c2c1C(=O)c1ccccc1-2 was read as Integrin act MD -11.9%.
Screening C[C@H]1CN([C@@H](C)CO)C(=O)CCCn2nncc2CO[C@@H]1CN(C)C(=O)Nc1ccc(N2CCCCC2)cc1 returned Integrin act MD 11.1%.

Results, from the first entry:
Screening CC(OC(=O)Cc1n[nH]c(=O)c2ccccc12)C(=O)N(C)c1ccccc1 (centres undefined) returned Integrin act MD -7.1%.
Cc1ccccc1CN(C)C[C@H]1OCc2cnnn2CCCC(=O)N([C@@H](C)CO)C[C@@H]1C was read as Integrin act MD 28.9%.
For C[C@@H]1CN([C@H](C)CO)C(=O)CCCn2nncc2CO[C@H]1CN(C)C(=O)NC1CCCCC1 the results were Integrin act MD 2.1%.
CC(C)CC1C(=O)N(Cc2cn(CCC3OCCO3)nn2)CCS(=O)(=O)N1Cc1ccc(-c2ccc(Cl)c(Cl)c2)cc1 (centres undefined) was read as Integrin act MD -51.1%[inhibitor].
`CNC[C@@H]1OCc2cnnn2CCCC(=O)N([C@H](C)CO)C[C@H]1C` gave Integrin act MD 16.7%.
`COc1ccc(NC(=O)C[C@H]2C(=O)N(CCc3ccccc3)C[C@@H]2c2ccc(OC)cc2)cc1` gave Integrin act MD 1.7%.
Screening Cc1ccc(C(C)C)cc1-n1nnc(-c2cccc(Cc3ccc4ccccc4c3)c2)c1C(C)O (centres undefined) returned Integrin act MD -53.0%[inhibitor].
O=C(NC(=S)Nc1cccc(O)c1)C12CC3CC(CC(C3)C1)C2 was read as Integrin act MD -8.6%.
Screening COc1cc(NC(=O)C(C)(C)C)c(C(=O)OCC(=O)Nc2cc(C)on2)cc1OC returned Integrin act MD 15.4%.
Screening O=C1CC2(CCCC2)C(=O)N1CN1CCN(S(=O)(=O)c2cc(F)ccc2F)CC1 returned Integrin act MD -11.1%.
C[C@H]1CN([C@@H](C)CO)C(=O)c2cc(Br)cnc2O[C@H]1CN(C)Cc1ccc(Oc2ccccc2)cc1 was read as Integrin act MD 12.7%.
Screening C[C@@H]1CN([C@H](C)CO)C(=O)CCCn2nncc2CO[C@H]1CN(C)Cc1ccc(O)cc1 returned Integrin act MD 17.5%.
O=C(O)c1cc2ccccc2c2c1C(=O)c1ccccc1-2 was read as Integrin act MD -11.9%.
Screening C[C@H]1CN([C@@H](C)CO)C(=O)CCCn2nncc2CO[C@@H]1CN(C)C(=O)Nc1ccc(N2CCCCC2)cc1 returned Integrin act MD 11.1%.
For COCCCN(C(=O)C1=COCCO1)c1c(N)n(Cc2ccccc2)c(=O)[nH]c1=O the results were Integrin act MD 6.2%.
`COc1ccc(Cl)cc1NC(=O)CSc1nc2[nH]ncc2c(=O)[nH]1` gave Integrin act MD 2.4%.
For CCOc1ccccc1C(=O)NCC(=O)NNC(=O)c1csc(N2CCOCC2)n1 the results were Integrin act MD -2.8%.
`CC(=O)c1ccc(S(=O)(=O)Nc2ccc(C(=O)NCC(c3ccco3)N3CCCC3)cc2)cc1` (centres undefined) gave Integrin act MD 4.2%.
For C=CCC(=O)N1CCC(n2nccc2NC(=O)c2ccc3c(c2)OCO3)CC1 the results were Integrin act MD 7.5%.
For Cc1ccc([C@H]2C[C@@H](O)[C@H](n3cc(C4CC4)nn3)CN2CC2CCCCC2)cc1 the results were Integrin act MD 5.6%.
`CC(CNC(=O)CCCn1c(=O)c2cccn2c2cccnc21)c1ccccc1` (centres undefined) gave Integrin act MD 4.5%.
Screening CN(C)S(=O)(=O)N1CCC(Oc2ccc(C(=O)N3CCCCCC3)cc2)CC1 returned Integrin act MD -2.6%.
CCCc1c(C(=O)N/N=C(\C)c2cc(C)sc2C)nnn1-c1nonc1N was read as Integrin act MD 12.6%.
`CCOC(=O)N1CCN(C2=C(NS(=O)(=O)c3ccc(Br)cc3)C(=O)c3ccccc3C2=O)CC1` gave Integrin act MD 17.5%.
`S=C1SCN(Cc2cccs2)CN1Cc1cccs1` gave Integrin act MD -30.7%.
For CC(=O)Nc1ccc(S(=O)(=O)Nc2nnc(C)s2)cc1 the results were Integrin act MD 8.5%.
CC1C=CC(C)C(C(=O)c2ccccc2)C1C(=O)c1ccccc1 (centres undefined) was read as Integrin act MD -10.1%.
`COc1ccc(C=C2CCC3C(CCCC34OCCO4)C2=O)cc1` (centres undefined) gave Integrin act MD -6.7%.
C[C@@H]1CN([C@@H](C)CO)C(=O)c2cc(Br)cnc2O[C@H]1CN(C)S(=O)(=O)c1ccccc1 was read as Integrin act MD -5.3%.
For CCOC(=O)C(=NO)C1=CSC2=NNC(C)(C)N12 the results were Integrin act MD -31.9%.
For Cc1nc(NC(=O)C(C)(C)C)sc1-c1csc(N)n1 the results were Integrin act MD 3.1%.
COc1cc2c(cc1OC)C(c1c(-c3c(Cl)cccc3Cl)noc1C)=NCC2 was read as Integrin act MD -7.2%.
Screening CCN1C(=O)[C@H]2[C@@H](c3ccc(OC)cc3)N[C@]3(CCCN(Cc4cccn4C)C3=O)[C@H]2C1=O returned Integrin act MD 10.6%.
Cc1ccc(C(=O)O)cc1NC(=O)CCc1c(C)noc1C was read as Integrin act MD -4.2%.
For CCN(CC)S(=O)(=O)c1ccc(N2CCOCC2)c(NS(=O)(=O)c2ccc(Cl)s2)c1 the results were Integrin act MD 7.3%.
For COc1ccccc1NC(=O)N(C)C[C@H]1Oc2ncc(Br)cc2C(=O)N([C@H](C)CO)C[C@H]1C the results were Integrin act MD -14.5%.
COc1ccc(C(=O)Nc2ccccc2C(=O)Nc2ccccc2)cc1 was read as Integrin act MD 2.9%.
Screening C[C@H]1CN([C@@H](C)CO)C(=O)c2cc(Br)cnc2O[C@H]1CN(C)C(=O)c1cccnc1 returned Integrin act MD -7.2%.
COc1ccc(C#Cc2ccc3c(c2)O[C@@H](CN(C)C(=O)Nc2cccc(OC)c2)[C@H](C)CN([C@@H](C)CO)S3(=O)=O)cc1 was read as Integrin act MD 7.8%.
Cc1cc(C)cc(NC(=O)C2CCCCN2S(=O)(=O)c2ccccc2)c1 (centres undefined) was read as Integrin act MD 32.0%.
`Cc1ccc(OCC(=O)OCC(=O)NC2CCS(=O)(=O)C2)cc1C` (centres undefined) gave Integrin act MD 3.4%.
For COc1ccc2cc(C3=CC(=O)CC(C)(C)C3=O)ccc2c1 the results were Integrin act MD 0.7%.
For Cc1ccc([C@@H]2C[C@H]3[C@@H](CN2S(=O)(=O)c2ccc(C)cc2)C(=O)C[C@@H](c2cccc(Cl)c2)N3S(=O)(=O)c2ccc(C)cc2)cc1 the results were Integrin act MD -5.0%.
COc1ccc(CCN2CC(C(=O)N(C)Cc3ccccn3)CCC2=O)cc1 (centres undefined) was read as Integrin act MD 0.1%.
COc1ccccc1C(=O)NNC(=O)c1cc2ccccc2cc1O was read as Integrin act MD -32.1%.
CCCNC(=O)C[C@H]1C[C@H]2c3cc(NC(=O)Nc4ccc(F)cc4)ccc3O[C@H]2[C@@H](CO)O1 was read as Integrin act MD -6.4%.
C#CCN(C[C@@H]1[C@@H](OC(=O)NCc2ccco2)[C@@H](OC(=O)NCc2ccco2)CN(C(=O)OC(C)C)N1C(=O)OC(C)C)S(=O)(=O)c1ccc(C)cc1 was read as Integrin act MD -30.7%.
`Cc1ncc(C(O)c2ccccc2)n1Cc1ccccc1` (centres undefined) gave Integrin act MD 0.9%.
`CC1=C(C(=O)N(C)C)CC(CC(=O)NCC2CCCCC2)C(=O)N1Cc1ccccc1` (centres undefined) gave Integrin act MD 5.3%.
`C[C@@H]1CN([C@H](C)CO)C(=O)c2c(c3ccccc3n2C)-c2ccccc2CO[C@H]1CN(C)C(=O)Nc1ccccc1` gave Integrin act MD 0.0%.
`COc1ccccc1N1CCN(c2ccc3c(c2)S(=O)(=O)c2cccc(C(=O)NCC4CC4)c2C3=O)CC1` gave Integrin act MD -14.7%.
C[C@H](CO)N1C[C@H](C)[C@H](CN(C)C(=O)OCc2ccccc2)OCc2cnnn2CCCC1=O was read as Integrin act MD -4.6%.
`CC(=O)Nc1cccc(C(=O)NN2C(=O)NC3(CCC(C)CC3)C2=O)c1` (centres undefined) gave Integrin act MD -6.1%.
Screening O=S(=O)(NCC1CCCO1)c1ccc(Cl)c2ccccc12 (centres undefined) returned Integrin act MD 1.8%.
O=C(NC1CCCCC1)N(c1ccccc1)c1nnc(-c2cccc([N+](=O)[O-])c2)s1 was read as Integrin act MD 5.3%.
CCC/C=C/c1ccc(CN2C(C)C(=O)N(Cc3cn(CCC4OCCO4)nn3)CCS2(=O)=O)cc1 (centres undefined) was read as Integrin act MD 10.4%.
C[C@@H]1CN([C@H](C)CO)C(=O)CCCn2nncc2CO[C@H]1CN(C)S(=O)(=O)c1ccc(Cl)cc1 was read as Integrin act MD 15.6%.
For O=C(Nc1ccc2c(c1)[C@@H]1C[C@@H](CC(=O)N3CCCCC3)O[C@@H](CO)[C@@H]1O2)NC1CCCCC1 the results were Integrin act MD -1.7%.
COc1ccc2c(CN3CCN(Cc4ccccc4)CC3)cc(=O)oc2c1 was read as Integrin act MD -1.8%.
Screening COCCN(C(=O)COC(=O)CSc1cc(C)ccc1C)c1c(N)n(Cc2ccccc2)c(=O)[nH]c1=O returned Integrin act MD -2.8%.
Cc1noc(C)c1C(=O)OC(C)C(=O)Nc1ccc([N+](=O)[O-])cc1C(F)(F)F (centres undefined) was read as Integrin act MD 15.1%.
C[C@@H]1CN([C@@H](C)CO)C(=O)CCCn2cc(nn2)CO[C@H]1CN(C)S(=O)(=O)c1cccs1 was read as Integrin act MD -1.2%.
`CC1NC(=O)c2cc3ccccc3cc2-n2c1nc1ccc(F)cc1c2=O` (centres undefined) gave Integrin act MD -15.9%.
Screening CC1(C)CC(=O)C=C(c2ccc(CO)cc2)C1=O returned Integrin act MD 13.0%.
Screening CC(CO)NS(=O)(=O)c1cc(Cl)ccc1F (centres undefined) returned Integrin act MD 1.7%.
For Cc1ccc(C)c2c1CCC(=Cc1ccccc1[N+](=O)[O-])C2=O the results were Integrin act MD -9.4%.
Cn1nc(NC(=O)C(F)(F)F)c2nccnc21 was read as Integrin act MD 6.9%.
Screening C[C@@H]1CN([C@H](C)CO)C(=O)CCCn2nncc2CO[C@@H]1CN(C)C(=O)Nc1ccc(N2CCCCC2)cc1 returned Integrin act MD 3.5%.
For Cc1ccc([C@H]2C[C@H](n3cc(-c4ccc(F)cc4)nn3)[C@@H](O)CN2CC2CCCCC2)cc1 the results were Integrin act MD 2.9%.
`Cc1ccc(NC(=O)CCNC(=O)N2CC(=O)Nc3ccccc32)cc1Cl` gave Integrin act MD -5.5%.
For O=C(COC(=O)c1ccc(S(=O)(=O)N2CCCCCC2)cc1)Nc1ccccc1C(F)(F)F the results were Integrin act MD 11.1%.
Screening COc1ccc(Cl)cc1Nc1cc(C)nc2ncnn12 returned Integrin act MD -4.0%.
For CCCCCCN1C[C@@H](n2cc(-c3ccc(F)cc3)nn2)[C@H](O)C[C@@H]1c1ccc(Cl)cc1 the results were Integrin act MD 4.5%.
Screening O=C(NCCS(=O)(=O)N1CCN(c2ccccc2)CC1)C1CCCCC1 returned Integrin act MD 1.9%.
Screening O=C(NCc1nnnn1-c1ccc(Cl)cc1)c1ccc2c(c1)OCO2 returned Integrin act MD -7.1%.
`NC(=O)c1csc(CCNC(=O)c2ccccc2)n1` gave Integrin act MD 3.9%.
Cc1ccc(CN2CCC[C@]3(N[C@H](c4ccc(C(F)(F)F)cc4)[C@@H]4C(=O)N(Cc5ccccc5)C(=O)[C@@H]43)C2=O)cc1 was read as Integrin act MD -3.6%.
For COc1ccc(C)cc1NC(=O)NC1CC(=O)N(c2ccc3c(c2)OCCO3)C1 (centres undefined) the results were Integrin act MD 23.9%.
CCc1ccc([C@@H]2C[C@H]3[C@@H](CN2S(=O)(=O)c2ccc(C)cc2)C(=O)C[C@@H](c2cccc(Cl)c2)N3S(=O)(=O)c2ccc(C)cc2)cc1 was read as Integrin act MD 5.5%.
`C[C@@H]1CN([C@@H](C)CO)C(=O)CCCn2nncc2CO[C@@H]1CN(C)C(=O)OCc1ccccc1` gave Integrin act MD 12.5%.
Screening CN(C)C(CNC(=O)c1sc2ccccc2c1Cl)c1ccco1 (centres undefined) returned Integrin act MD -13.5%.

A portion of the library (hit frequency here may not be typical).
